Bioassay records from PubChem.
All columns: NCI-60 one-dose screen, growth in % after 48 h at 10 µM unless noted; 100 = growth as untreated, 0 = no growth, -100 = all killed.
OVCAR-3: OVCAR-3 ovarian cancer. 7% of 79,000 active
ACHN: ACHN renal cancer; 4.9% of 81,000 active; AID 1794771
OVCAR-8: OVCAR-8 ovarian cancer; 4.4% of 81,000 active
TK-10: TK-10 renal cancer cells; 3.9% of 81,000 active
CAKI-1: CAKI-1 renal cancer; 4.7% of 75,000 active; AID 1794772
OVCAR-5: OVCAR-5 ovarian cancer. AID 1794783. 2.9% of 82,000 active
RXF 393: RXF 393 renal cancer cells; 6.9% of 77,000 active
A498: A498 renal cancer cells | 5.4% of 76,000 active
* hit, by the source's call; . = no result given; & = joins results of further samples. The calls were made as follows: active = growth percent below 10; inactive = the rest. A portion of the library; rates above refer to the full screens.

1. CSc1ncnc2nn(C3OC(COC(=O)c4ccccc4)C(OC(=O)c4ccccc4)C3OC(=O)c3ccccc3)nc12 (stereo not drawn)
2. CC1=NN(c2ccc(Cl)cc2)CC1(C)N=O (stereo not drawn)
3. Nc1nccc(=S)[nH]1
4. CCCCCc1cccnc1
5. COc1cc(NC(=O)C2=C(C)NC(C)=C(C(=O)Nc3cc(OC)c(Cl)cc3OC)C2c2cccc([N+](=O)[O-])c2)c(OC)cc1Cl
6. CCOC(=O)c1nc2cc(C#N)ccn2c1C(=O)c1ccc(Br)cc1
7. COc1cc(-c2nc3ccc(-c4nnc(SCC(=O)Nc5ccc(C(=O)/C=C/c6ccc(Cl)cc6)cc5)o4)cc3[nH]2)cc(OC)c1OC
8. O=C(N/N=C/c1ccc(F)cc1F)c1cc(-c2nc3ccccc3[nH]2)nc2ccccc12
9. N=C(N)c1ccc(N=Nc2ccc(O)c3c2ccc[n+]3[O-])cc1
10. CCOC(=O)c1c(/N=N/N2CCCC2)[nH]c2cnccc12

Assay by compound	1	2	3	4	5	6	7	8	9	10
TK-10	97.3	104.7	95.6	129.6	70.6	101.3	120.4	80.9	95.5	96.8
ACHN	98.9	15.2	.	104.0	29.2	106.4	96.8	85.2	92.2	98.3
RXF 393	85.3	32.7	92.5	138.9	36.7	110.0	111.9	97.9	106.4	185.0
OVCAR-8	102.8	88.2	104.5	102.5	38.3	118.1	92.5	99.9	76.2	144.3
CAKI-1	84.3	60.4	.	.	21.4	.	97.2	74.2	86.0	88.6
OVCAR-5	105.9	126.4	110.6	97.9	34.4	104.1	99.2	105.2	116.2	97.0
A498	106.9	100.9	108.5	105.2	75.3	126.1	83.2	59.1	83.9	.
OVCAR-3	129.4	62.1	109.5	122.7	32.3	113.3	97.9	.	97.4	96.1

11. CCCCNC(=O)N/C=C(/C#N)C(N)=O
12. CCCCc1nc(Cl)c(C2CC(c3ccc4c(c3)OCO4)=NN2C(C)=O)[nH]1 (stereo not drawn)
13. CCOC(=O)C(C(C)=O)C1C=Cc2ccccc2N1C(=O)c1ccccc1 (stereo not drawn)
14. O=C(O)C(Cc1ccccc1)c1ccccc1 (stereo not drawn)
15. Cn1cc(-c2noc(-c3cn(C)c4ncc(F)cc34)n2)c2ccccc21
16. CC(C)(C)OC(=O)CC(c1ccccc1)c1ccccc1
17. CCCCCCCCCCCCCCOC(=O)CSC#N
18. Cc1ccc(/C=C(/C2=NCCN2)n2cnc3ccccc32)cc1
19. C=C(C)[C@@H]1CC[C@]2(C(=O)O)CC[C@]3(C)[C@H](CC[C@@H]4[C@@]5(C)C[C@@H](CC#Cc6ccc(Br)cc6)C(=O)C(C)(C)[C@@H]5CC[C@]43C)[C@@H]12
20. COc1ccc(C(O)Cc2ccc(Cl)cc2)cc1 (stereo not drawn)

Assay by compound	11	12	13	14	15	16	17	18	19	20
TK-10	94.1	102.9	109.6	98.9	38.9	98.2	96.0	96.2	62.0	103.8
ACHN	105.6	101.7	105.3	110.1&96.5	66.3	106.3	111.2	99.1	65.0	105.4
RXF 393	97.4	93.4	117.5	124.4	73.1	106.9	118.1	111.3	52.6	109.5
OVCAR-8	103.1	93.8	107.7	102.5	40.0	121.7	101.3	99.0	35.6	100.5
CAKI-1	88.6	.	96.8	113.0&107.8	47.1	104.4	107.6	82.1	.	88.9
OVCAR-5	92.3	100.0	111.2	97.2&96.9	75.1	101.6	99.8	102.2	73.8	90.0
A498	71.9	104.2	99.0	88.9&101.7	62.9	120.1	91.4	.	-4.4*	78.6
OVCAR-3	102.2	101.5	106.1	99.0&111.3	32.5	116.9	106.7	.	51.4	102.0

21. Cc1ccc(/C=C(\C#N)c2cc3ccccc3[nH]2)cc1
22. COc1cc2c(cc1OC)N(CCO)C1=C(C(=O)OC1)C2c1cccc(Cl)c1 (stereo not drawn)
23. CN1CCN(CC#CCn2c3c(c4ccccc42)C[C@]2(C)[C@H]4CC=C5[C@@H]6CC(C)(C)CC[C@]6(C(=O)N6CCOCC6)CC[C@@]5(C)[C@]4(C)CC[C@H]2C3(C)C)CC1
24. Cc1c(C(=O)N=Nc2c(O)[nH]c3ccc(F)cc23)oc2ccccc12
25. c1cncc(-c2nnc3sc(-c4csc5c4CCCC5)nn23)c1
26. COc1cc(C2C3=C(COC3=O)Nc3c2ccc2c3CCCC2)cc2c1OCO2 (stereo not drawn)
27. CC(=O)c1cc(C)[nH]c1C
28. O=C(O)CCC(C(=O)O)N1C(=O)CSC1=S (stereo not drawn)
29. N/C(=N\c1nc2ccccc2s1)NC(=O)N1CCN(CCO)CC1
30. C#CCOc1ccc(C2=NN(CC)C3N=C(Cl)c4ncn(CC)c4N23)cc1OCC#C (stereo not drawn)

Assay by compound	21	22	23	24	25	26	27	28	29	30
TK-10	82.6	96.8	135.4	169.2	80.3	65.9	118.6	103.4	111.2	78.2
ACHN	85.6	100.6	93.0	108.2	79.7	29.2	111.9	99.1	94.9	67.9
RXF 393	82.8	97.0	68.4	106.0	68.5	.	89.9	109.1	87.2	48.6
OVCAR-8	63.0	102.0	84.8	102.8	85.0	15.9	109.3	115.8	100.3	77.6
CAKI-1	45.6	104.1	64.5	80.5	54.4	33.2	124.8	89.2	67.5	51.6
OVCAR-5	65.2	93.2	87.2	97.4	99.9	42.8	98.8	95.0	97.5	95.6
A498	57.2	87.6	92.4	.	53.3	8.5*	118.0	94.8	95.5	45.9
OVCAR-3	29.7	109.7	.	104.3	.	-53.1*	122.9	104.8	111.0	88.7

31. S=C(NCCCN1CCN(CCCNC(=S)NC2CCCCC2)CC1)NC1CCCCC1
32. Nc1ccc(S(=O)(=O)O)c2ccccc12
33. COc1cccc(NC(=O)Nc2ccc(Nc3ncnc4sc5c(c34)CCOC5)cc2)c1
34. CC[Si](CC)(CC)c1ccccc1
35. CC(C)C(=O)N(C(C)C)C(C)C
36. COc1cccc(/C=C2/C[C@]3(C)[C@H]4CC[C@@H]5[C@@H](/C(C)=C\CC=C(C)C)CC[C@@]5(C)[C@]4(C)CC[C@H]3C(C)(C)C2=O)c1
37. O=C(Nc1ccccc1)OCCCCOC(=O)Nc1ccccc1
38. CN1CC(C(O)C(O)C(O)CO)OC1C(NC(=O)c1ccccc1)[P+](c1ccccc1)(c1ccccc1)c1ccccc1 (stereo not drawn)
39. CN(C)CCCNC(=O)C(c1ccccc1)c1ccccc1
40. CCC(C)NCCOC(=O)c1ccccc1 (stereo not drawn)

Assay by compound	31	32	33	34	35	36	37	38	39	40
TK-10	92.0	90.6&106.2	106.5	112.2	99.3	95.2	107.2	98.9	88.2	105.5
ACHN	99.8	91.0&104.8	101.8	97.4	106.8	99.5	97.1	103.1	93.5	100.7
RXF 393	100.9	117.8	96.6	104.6	105.1	116.5	100.2	106.8	116.0	112.9
OVCAR-8	102.4	101.3	100.3	102.0	108.6	95.3	98.8	102.5	102.3	100.3
CAKI-1	102.8	62.2&64.0	91.7	95.8	101.5	88.4	89.4	95.1	99.5	111.4
OVCAR-5	102.6	111.6&104.6	104.0	94.3	100.0	93.0	99.3	105.1	111.3	104.1
A498	115.2	114.0&119.2	105.5	93.9	102.8	83.3	.	97.2	104.4	111.7
OVCAR-3	109.5	104.6&104.6	101.2	109.0	108.4	104.1	115.2	110.2	112.7	111.7

41. COC(=O)c1cccc(NC(=O)c2nnn(-c3ccc(C)cc3)c2C)c1
42. C[N+]1(C)C2CC(OC(=O)[C@@H](CO)c3ccccc3)CC1C1OC12 (stereo partly drawn)
43. O=C(O)c1cn(C2CC2)c2cc(N3CCN(C(=O)CCCN4C(=O)S/C(=C/c5cccc6ccccc56)C4=O)CC3)c(F)cc2c1=O
44. CC(CS)CS
45. Cc1csc(N2N=C(c3cc4ccccc4o3)CC2c2c[nH]c3ccccc23)n1 (stereo not drawn)
46. COc1ccc(C2CC(n3ccnc3)c3cc(OC)c(OC)c(OC)c32)cc1O (stereo not drawn)
47. COC1C=CC(O)C(CO)O1 (stereo not drawn)
48. Cn1c(=O)c(C#N)c(-c2ccccc2)n2c(SCc3ccccc3)nnc12
49. Clc1ccc(-c2nnc3c(/C=C/c4ccc(Br)cc4)nc4ccccc4n23)cc1
50. O=C(/C=C/c1cc2ccccc2[nH]c1=O)c1ccc2c(c1)OCO2

Assay by compound	41	42	43	44	45	46	47	48	49	50
TK-10	84.8	108.0	105.6	91.3	132.9	101.2	101.3	114.3	134.9	97.3
ACHN	91.5	99.3	88.5	114.7	84.5	86.4	111.4	82.2	107.0	103.0
RXF 393	89.6	135.5	88.2	97.7	105.7	70.8	103.8	104.5	93.0	112.2
OVCAR-8	.	102.0	91.0	103.7	94.6	89.2	97.7	71.4	95.1	96.1
CAKI-1	88.3	91.8	82.0	104.9	.	74.5	101.6	106.8	79.2	117.7
OVCAR-5	100.8	101.3	91.0	107.2	102.6	106.8	111.0	100.7	117.9	103.5
A498	70.5	116.3	49.1	85.6	124.6	88.3	76.4	101.4	113.2	97.6
OVCAR-3	73.2	105.9	100.8	64.8	84.3	57.1	110.8	62.0	122.8	101.9

51. N=C(N)SCc1ccc(Cl)c(Cl)c1
52. CNc1ccn(C2CCCO2)c(=O)n1 (stereo not drawn)
53. CONC(=O)c1ccccc1Nc1cc(Nc2cc(C)nn2C(C)C)ncc1Cl
54. Cc1nn(-c2ccccc2)c2nc3nc4c(c(N)c3c(-c3ccc(Cl)cc3)c12)CCCCC4
55. CCOC(=O)/C=C(/CSC(=S)OCC)OCC
56. CCCCCCCCCCCCCCCCC(C(=O)OCC)C(=O)OCC
57. O=[P@@]1(c2ccccc2)O[C@H](COCc2ccccc2)[C@@H](OCc2ccccc2)[C@H](OCc2ccccc2)[C@H]1O
58. Cc1nn(-c2cc(=O)[nH]c3ccccc23)c(N)c1C#N
59. CN(C)CCCC1(c2ccc(F)cc2)OCc2cc(-c3ccc4cc[nH]c4c3)ccc21 (stereo not drawn)
60. OC1(CSc2ccccc2)CCCCC1
61. O=c1[nH]c(N2CCOCC2)nc2cc(NCc3ccccc3)ccc12
62. CCOC(=O)CCC1(C)OCC(COC)O1 (stereo not drawn)

Assay by compound	51	52	53	54	55	56	57	58	59	60	61	62
TK-10	129.0&94.2&88.5	128.2	73.3	107.9	91.1	116.6	76.0	112.4	92.9	116.0	90.6	103.6
ACHN	67.0&72.5&85.9	102.8	74.5	98.9	102.9	113.3	78.7	100.7	36.2	97.2	98.5	101.0
RXF 393	123.5&113.9&99.5	114.5	64.3	103.4	123.3	118.0	50.0	111.5	45.8	117.1	97.5	104.6
OVCAR-8	92.0&93.1&98.5	100.8	74.3	109.7	100.1	109.0	45.0	99.2	57.9	111.7	101.6	97.4
CAKI-1	59.7&72.4&101.6	92.5	62.2	96.3	97.4	.	72.8	87.5	30.4	96.0	92.9	91.7
OVCAR-5	89.5&94.5&100.3	83.2	65.4	100.7	92.9	111.1	99.3	100.9	84.4	105.3	103.4	101.9
A498	79.4&110.3&59.7	97.5	86.8	77.6	74.2	108.2	.	.	81.5	108.2	82.8	107.6
OVCAR-3	110.4&101.3&97.0	123.6	86.7	110.0	118.8	105.9	59.5	106.0	45.6	129.8	91.2	104.7

Given bar-delimited: part of the list above
nr | molecule | TK-10 | ACHN | RXF 393 | OVCAR-8 | CAKI-1 | OVCAR-5 | A498 | OVCAR-3
51 | N=C(N)SCc1ccc(Cl)c(Cl)c1 | 129.0&94.2&88.5 | 67.0&72.5&85.9 | 123.5&113.9&99.5 | 92.0&93.1&98.5 | 59.7&72.4&101.6 | 89.5&94.5&100.3 | 79.4&110.3&59.7 | 110.4&101.3&97.0
52 | CNc1ccn(C2CCCO2)c(=O)n1 (stereo not drawn) | 128.2 | 102.8 | 114.5 | 100.8 | 92.5 | 83.2 | 97.5 | 123.6
53 | CONC(=O)c1ccccc1Nc1cc(Nc2cc(C)nn2C(C)C)ncc1Cl | 73.3 | 74.5 | 64.3 | 74.3 | 62.2 | 65.4 | 86.8 | 86.7
